T cell modulator: T cell immune modulators affecting CD8 T cell-vesicle binding; 2C CD8+ T cell-vesicle binding, flow cytometry; hits give low values; calls only at 7 µM; 330,000 tested, 0.068% active; AID 2052;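 active = response, share of CD8 T cells binding vesicles, and their 90th percentile fluorescence all below set limits, cut at about 80% in these data, passing the limit was not always enough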
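Assay system – 2C mouse CD8+ T cells · Also added – QL9-loaded Drosophila micro-vesicles · Timing – Cell–vesicle co-incubation 1.5 h at 37 °C, staining 20 min on ice · Signal – flow cytometry of vesicle-bound cells · Measure – percent CD8+ FL2 mean versus row control · Controls – Peptide-free naked vesicles (low) and QL9 vesicles with 0.7% DMSO vehicle (high)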
Yfh1-depleted yeast: enhancers of respiration in Yfh1-depleted yeast, dose response, Friedreich's ataxia, plus single-dose screen (AID 1465) | S. cerevisiae Yfh1-off respiration, WST-1 reduction, 72 h; higher fold induction means a stronger effect | fold induction at 50 µM; hits with a dose series show EC50 in µM | 220,000 tested, 0.074% active;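 active = fold induction of absorbance versus untreated yeast above a set limit, then at least 30% activation at any dose in follow-up; inconclusive = repeats straddling the limit, or above it without dose testing; inactive = fold induction below the set limit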;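 also: activators that raise dye reduction in frataxin-depleted yeast; strong numbers were not always called active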
MT stabilizer: stabilizes microtubules in HeLa cells; 200,000 tested, 0.83% active; HeLa tubulin immunostaining HCS, 24 h; share of cells brighter than vehicle mean+2SD; % tubulin-high responders, % at 10 µM; AID 2205;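 active = plate Z-score above 3 for both tubulin-high and condensed-nucleus cell shares, with cell loss under 80%, at 10 µM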;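 also: anti alpha tubulin signal scored within the nucleus-defined area of each cell; some results filed as inactive read as strong as hits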
Autophagy HCS: alters autophagy in cells; MEF GFP-LC3 puncta imaging; test concentration mostly 10 µM; calls only at 10 µM (by protocol); 190,000 tested, 0.98% active;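 active = percentage of spot-positive cells more than 3 SD above its plate mean, without a fluorescence outlier flag or 80% toxicity; inconclusive = no clear call, values can overlap the other calls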;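 also: spot-positive cell cutoff set from DMSO-treated cells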
P. falciparum M1AAP: malaria alanyl aminopeptidase activity blockers – biochemical, fluorogenic H-Leu-NHMec substrate, 1536-well (AID 1445) | recombinant M1AAP, H-Leu-NHMec fluorogenic kinetic assay; higher % means a stronger effect | inhibition, % at 30 µM; hits with a dose series show IC50 in µM | 220,000 tested, 0.42% active;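 active = primary inhibition above the hit cutoff, then over 50% inhibition at one or more dose response concentrations, cut at about 23% in these data, passing the limit was not always enough; inconclusive = conflicting primary data, or primary hits not chosen for dose response; inactive = low primary inhibition, or under 50% at every dose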;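 also: plate controls were DMSO full reaction for no effect and no enzyme background for full effect; strong numbers were not always called active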
WT yeast gro inh: growth inhibition of WT yeast, mitochondrial fusion screen | mitochondrial fusion phenotypic screen, WT strain | inhibition, % at 10 µM | 190,000 tested, 2.1% active; in the data active = inhibition above about 58%; tested in S. cerevisiae
Dynein transport: blocks dynein driven cargo transport along microtubules; 3617.4 mouse cells, GR-EGFP nuclear translocation imaging; test concentration mostly 20 µM; stimulated with dexamethasone, 1 µM; hits give low values; z-score, hits read low; 220,000 tested, 0.47% active; AID 1381;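 active = plate z-score of nuclear minus cytoplasmic receptor signal below a set negative limit, without overly bright fluorescence or cell loss, cut at about -3.5 in these data, passing the limit was not always enough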;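 also: z-score of nuclear minus cytoplasmic ring GR-EGFP intensity difference per well; some compounds called inactive have numbers as strong as hits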
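Buffer or medium: Induction medium lacking tetracycline, stripped serum | Also added: Dexamethasone agonist, 1.0 µM final, for 30 min | Timing: 48 h induction, 1 h compound, 30 min dex at 37 °C | Detection: Formaldehyde fixation, Hoechst nuclear stain, 10x automated fluorescence imaging | Measure: Nuclear versus cytoplasmic GR-EGFP signal, averaged per well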
P. falciparum M17LAP: P. falciparum M17LAP inhibitors, primary screen, biochemical, fluorogenic H-Leu-NHMec substrate, 1536-well (AID 1619); recombinant M17LAP, H-Leu-NHMec fluorogenic kinetic assay; higher % means a stronger effect; inhibition, % at 30 µM; hits with a dose series show IC50 in µM; 220,000 tested, 0.38% active;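 active = compound inhibiting the enzyme by more than half at any dose during confirmatory dose-response retesting; inconclusive = strong single-dose inhibitors picked by rank but not retested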;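 also: plate controls were full reaction with DMSO carrier for no effect and no enzyme background for full effect; strong numbers were not always called active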
b-catenin transl: beta-catenin nuclear translocation modulation. HeLa beta-catenin nuclear translocation, immunofluorescence imaging. nuclear translocation activity, % at 5 µM. 190,000 tested, 0.3% active. AID 1665;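 active = nuclear translocation activity above 50% at 5 µM, with a well cell count of 50 or more; inconclusive = wells under 50 cells across six images, flagged as toxic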;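 also: per-cell ratio of nuclear to cytoplasmic median beta-catenin stain intensity; plate controls were DMSO negative control for no effect and GSK-3 inhibitor IX positive control for full effect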
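Test system: human HeLa cells, native beta-catenin. Compound dosing: 5 µM primary single dose, 0.1% DMSO, 0.02–20 µM confirmation series. Incubation: compound exposure 24 h at 37°C. Detection: beta-catenin immunostaining with DAPI counterstain, 20x imaging, 6 fields/well. Read-out basis: Nuclear/cytoplasmic beta-catenin signal ratio, % activation.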
WT yeast gro inh mutant strain: second read-out of WT yeast gro inh, no call of its own (marks repeat the call); inhibition, %; mitochondrial fusion phenotypic screen, mutant strain inhibition
Dynein transport cytoplasmic EGFP: recorded beside Dynein transport, whose call it bears; z-score; measured here: cytoplasmic GR-EGFP intensity; hits give high values
Dynein transport nuclear GR-EGFP: further read-out of Dynein transport, marked with its call; z-score; measured here: nuclear GR-EGFP intensity;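 lower value marks the stronger effect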
Dynein transport cell count: further read-out of Dynein transport, marked with its call; z-score; measured here: cell count per field
b-catenin transl cell count 5 µM: recorded beside b-catenin transl, whose call it bears; cell count; measured here: cell count, cytotoxicity flag
T cell modulator vesicle-bound %: recorded beside T cell modulator, whose call it bears; double positive events, %; measured here: CD8+ vesicle-bound cell fraction;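 binding gate set so that unloaded-vesicle control wells show 10% double positive cells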
MT stabilizer Hoechst-high %: also measured in MT stabilizer; calls as there; % Hoechst-high responders; measured here: nuclear condensation Hoechst responders;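 share of cells brighter than vehicle mean plus two SD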
MT stabilizer cytotoxicity %: also measured in MT stabilizer; calls as there; toxicity, %; measured here: cytotoxicity by cell density;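 0% = mean cell density of plate MIN control wells and 100% = no cells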
Autophagy HCS cell loss 18 h: also measured in Autophagy HCS; calls as there; toxicity, %; measured here: cell loss, nuclei count;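 cell loss after 18 h compound exposure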
* hit, by the source's call; i = inactive; ? = inconclusive; . = not tested or not shown.

Molecule	MT stabilizer cytotoxicity %	WT yeast gro inh	Autophagy HCS	Autophagy HCS cell loss 18 h	Dynein transport cytoplasmic EGFP	Dynein transport	P. falciparum M1AAP	T cell modulator	b-catenin transl cell count 5 µM	b-catenin transl	Dynein transport cell count	WT yeast gro inh mutant strain	P. falciparum M17LAP	T cell modulator vesicle-bound %	Dynein transport nuclear GR-EGFP	Yfh1-depleted yeast	MT stabilizer Hoechst-high %	MT stabilizer
NC(=O)C1(N2CCCCC2)CCN(C(=S)Nc2ccccc2)CC1	9.7	2	i	6	-0.23	-0.0026	3%	i	1078	-0.2	-0.3	18	-19%	43	0.095	i	1.9	1.9
O=C(CCCN1C(=O)c2ccccc2C1=O)NCCN1C(=O)S/C(=C\c2cccs2)C1=O	7.9	-2	i	8	0.1	-0.5	11%	i	486	-1.0	-0.8	-15	-4%	34	0.11	i	2.6	1.9
C=CCn1c(SCC(=O)Nc2ccccc2OC)nnc1-c1ccco1	3.2	-9	i	-1	-0.25	-0.22	1%	.	.	.	-0.48	-7	0%	.	0.11	i	1.6	1.1
CC(=O)N1N=C(c2cccc(Cl)c2)OC1c1cccc([N+](=O)[O-])c1 (stereo unspecified)	3.0	23	i	9	-0.14	0.58	2%	i	1161	-1.5	-0.13	26	7%	6	0.37	i	2.2	2.9
Cc1ccc(C)c(-n2nnnc2SCC(=O)Nc2c(C)n(C)n(-c3ccccc3)c2=O)c1	8.9	15	i	-12	-0.04	0.017	13%	i	.	.	0.3	26	-2%	34	0.21	i	1.4	2.2
CCOC(=O)c1cnn(-c2cc(C(C)(C)C)nc3c(-c4ccccc4)c(C)nn23)c1N	6.5	6	i	5	-0.13	-0.22	2%	i	1134	0.3	0.57	-2	-4%	39	-0.28	i	1.8	2.0
CC(=O)c1ccc(S(=O)(=O)N2CCN(C)CC2)cc1	6.0	-2	i	3	-0.19	0.64	1%	i	1021	-0.3	-0.65	-3	-5%	3	0.24	i	1.5	1.4
N#CC1=C(SCC(=O)c2cc3ccccc3oc2=O)NC(=O)C(C#N)C12CCCC2 (stereo unspecified)	8.7	35	i	2	-0.18	-0.28	?	i	993	0.2	-0.66	3	-19%	51	0.089	i	1.5	1.8
CCOC(=O)C(Cc1ccccc1)NC(=O)CNC(C)=O (stereo unspecified)	9.0	-10	i	2	-0.069	-0.58	5%	i	975	-3.1	-0.2	-17	-9%	31	0.038	i	2.6	4.2
COc1ccc(NC(=O)c2ccc(-c3ccccc3Cl)o2)cc1	4.1	20	i	-10	-0.17	0.38	2%	i	.	.	0.35	-9	5%	51	0.52	i	3.8	3.4
Cc1cc(NC(=O)c2ccccc2)ncc1NC(=O)c1cccs1	11	20	i	-13	-0.38	-0.43	5%	i	1510	0.1	0.82	-8	8%	28	-0.74	i	0.7	4.4
O=C(Nc1ccc(Cl)cc1)N1CCOC12CCC1(CC2)OCCO1	7.0	3	i	-5	-0.33	-0.049	1%	i	882	4.2	-0.35	15	1%	32	0.57	i	3.2	3.4
Cc1c(C(=O)Nc2ccccc2)sc2nc3n(c(=O)c12)CCCCC3	10	2	i	9	-0.32	0.51	9%	i	1141	0.1	0.15	-13	0%	25	0.15	i	1.6	5.0
O=C(CC1NC(=O)NC1=O)Nc1ccccc1 (stereo unspecified)	7.1	26	i	-12	-0.17	-0.59	1%	i	1101	-4.7	0.82	29	-9%	49	0.29	i	1.4	2.8
CN(C(=O)COC(=O)c1nc(Cl)c(Cl)c(Cl)c1Cl)C1CCS(=O)(=O)C1 (stereo unspecified)	15	6	i	-10	2.6*	-4.6*	-7%	.	791	1.1	-2.3*	-2	0%	.	-2.4*	i	2.7	2.3
CC(CCc1ccccc1)NC(=O)C(Cc1ccccc1)NS(=O)(=O)c1cccs1 (stereo unspecified)	5.9	24	i	-2	-0.28	-1.2	71µM*	i	1049	2.9	1.5	26	-2%	14	-0.81	i	1.1	0.9
CCOC(=O)N1CCN(c2c(N3CC=C(c4ccccc4)CC3)c(=O)c2=O)CC1	6.7	-3	i	7	-0.16	0.48	8%	i	.	.	-0.34	-6	13%	18	0.39	i	2.4	3.5
Cc1nc(-c2ccc(S(=O)(=O)N3CCN(C4c5ccccc5-c5ccccc54)CC3)s2)cs1	.	.	.	.	-0.22	0.16	0%	i	1317	0.7	-0.14	.	-1%	48	0.61	i	.	.
O=C(NCCO)c1cc2cc(Cl)cc(Cl)c2oc1=O	5.9	50	i	30	0.03	-0.4	-1%	i	1020	0.8	0.6	12	0%	58	-0.092	i	1.9	1.3
CCCCNC(=O)CSc1nc(O)cc(=O)n1C1CCCC1	7.6	7	i	-7	-0.32	1	-1%	i	1064	-1.0	-0.44	8	4%	32	1	i	3.6	4.1

The final 2 records of the section before lead into the next:
Molecule	MT stabilizer cytotoxicity %	WT yeast gro inh	Autophagy HCS	Autophagy HCS cell loss 18 h	Dynein transport cytoplasmic EGFP	Dynein transport	P. falciparum M1AAP	T cell modulator	b-catenin transl cell count 5 µM	b-catenin transl	Dynein transport cell count	WT yeast gro inh mutant strain	P. falciparum M17LAP	T cell modulator vesicle-bound %	Dynein transport nuclear GR-EGFP	Yfh1-depleted yeast	MT stabilizer Hoechst-high %	MT stabilizer
O=C(NCCO)c1cc2cc(Cl)cc(Cl)c2oc1=O	5.9	50	i	30	0.03	-0.4	-1%	i	1020	0.8	0.6	12	0%	58	-0.092	i	1.9	1.3
CCCCNC(=O)CSc1nc(O)cc(=O)n1C1CCCC1	7.6	7	i	-7	-0.32	1	-1%	i	1064	-1.0	-0.44	8	4%	32	1	i	3.6	4.1
O=C(Nc1cccnc1)c1ccco1	7.6	-15	i	6	0.33	-0.65	13%	i	.	.	0.27	-2	11%	23	0.0035	i	1.7	2.0
O=C(NCc1ccco1)C1CC(c2ccc(Cl)c(Cl)c2)=NO1 (stereo unspecified)	9.1	-8	i	11	-0.16	-0.02	2%	i	1536	1.0	0.75	-3	-4%	4	-0.26	i	1.7	2.3
CC(C)(C)n1[nH]c2c3c(ccc2c1=O)C(=O)c1ccccc1C3=O	2.0	.	i	9	0.028	-1.6	15%	i	1146	-0.6	1.3	.	0%	30	-0.85	i	1.0	0.9
Cc1ccc(OCC(=O)OCCN2C(=O)c3ccccc3C2=O)cc1C	8.3	7	i	18	-0.22	-0.073	-1%	i	497	0.2	0.16	-12	-3%	13	0.49	i	1.6	3.9
CC1C/C(=C/c2cccs2)C(=O)/C(=C/c2cccs2)C1 (stereo unspecified)	3.3	15	i	-16	-0.3	-0.62	4%	i	576	-1.4	0.31	-4	3%	48	-0.62	i	1.8	3.1
Cc1ccc(S(=O)(=O)NNC(=O)c2cnn(-c3ccccc3)c2-n2cccc2)cc1	9.7	-10	i	-3	-0.19	0.52	-8%	i	.	.	-0.48	-7	4%	6	-0.046	i	3.2	2.4
O=C(NCc1ccncc1)C(=O)N/N=C/c1ccccn1	5.6	-22	i	16	-0.039	-0.15	0%	i	1048	-1.7	0.68	-14	21%	18	0.25	i	0.7	1.8
CCn1c(SCC(=O)N(C)c2c(N)n(Cc3ccccc3)c(=O)[nH]c2=O)nc2ccccc21	.	.	.	.	-0.3	0.015	1%	i	1362	0.2	1	.	-12%	20	-0.056	i	.	.
COc1cc(/C=N/NC(=S)NC2CC3CC2C2C=CCC32)ccc1O (stereo unspecified)	.	.	.	.	-0.28	-0.68	8%	i	922	7.5	1.3	.	-2%	57	-0.53	i	.	.
Nc1ccccc1C(=O)NNc1ncc(C(F)(F)F)cc1Cl	6.2	-3	i	-23	-0.16	-0.83	5%	i	1380	-1.1	1.2	-6	-8%	54	0.23	i	1.3	1.7
C=CCOc1c(Cl)cc(CNc2ccc3[nH]c(=O)[nH]c3c2)cc1OC	6.1	-16	i	3	-0.24	-0.39	4%	i	575	-5.2	0.3	-21	-4%	18	-0.55	i	3.8	2.1
COc1cc(/C=C(\C#N)C(=O)NC(C)C)cc(Cl)c1O	8.9	-14	i	0	-0.33	-0.99	11%	i	1148	0.9	0.8	21	29%	58	-0.36	i	2.0	3.8
COc1cc([N+](=O)[O-])ccc1NC(=O)COC(=O)C=C(C)C	3.0	12	i	11	-0.27	-0.11	4%	i	1080	-2.9	3.5	1	19%	20	-0.017	i	1.4	1.6
Oc1[nH]c2ccc(Br)cc2c1N=Nc1nn[nH]n1	.	.	.	.	-0.23	-0.26	26µM*	i	1336	-0.2	0.79	.	71%	22	0.3	i	.	.
COc1ccccc1C1NC(=O)NC(C)=C1C(=O)OC1CCCCC1 (stereo unspecified)	11	-1	i	14	-0.17	1.6	1%	i	934	1.3	-0.25	-6	2%	50	1.2	i	1.4	3.1

Assay outcomes deposited in PubChem BioAssay by several laboratories.
